M1 ag – activates human CHRM1 receptor; CHO-K1 hM1, Fluo-8 calcium fluorescence, agonist mode; 0% DMSO, 100% acetylcholine EC100; 360,000 compounds, 0.33% hits; AID 588814; P11229; activation, % at 3 µM;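 active = activation above the run's mean compound activation plus 3 SD, cut at about 16% in these data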;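 note: peak over basal fluorescence ratio within a 140 s kinetic read after compound addition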
Target sequence (P11229 whole entry, looked up): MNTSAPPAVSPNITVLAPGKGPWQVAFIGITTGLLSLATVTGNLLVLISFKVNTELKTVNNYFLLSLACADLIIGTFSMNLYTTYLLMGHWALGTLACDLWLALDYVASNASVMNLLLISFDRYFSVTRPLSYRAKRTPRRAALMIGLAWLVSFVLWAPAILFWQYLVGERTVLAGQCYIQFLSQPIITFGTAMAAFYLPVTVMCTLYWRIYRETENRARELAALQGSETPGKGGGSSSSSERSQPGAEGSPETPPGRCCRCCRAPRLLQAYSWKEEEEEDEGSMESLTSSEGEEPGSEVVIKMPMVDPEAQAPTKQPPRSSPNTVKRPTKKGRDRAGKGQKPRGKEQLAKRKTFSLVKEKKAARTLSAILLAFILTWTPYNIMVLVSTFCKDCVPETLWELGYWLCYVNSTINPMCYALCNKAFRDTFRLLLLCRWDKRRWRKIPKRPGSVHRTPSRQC
CHRM5 PAM – positive allosteric modulators of human muscarinic M5 receptor; activation, % at 3 µM; 360,000 compounds, 0.3% hits; CHO-K1 hM5, Fluo-8 calcium, ACh EC20 PAM; 0% = ACh EC20, 100% = ACh EC100; P08912;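 active = activation above the run cutoff, the mean activation of all test compounds plus 3 SD, cut at about 18% in these data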
Target sequence (P08912 whole entry, looked up): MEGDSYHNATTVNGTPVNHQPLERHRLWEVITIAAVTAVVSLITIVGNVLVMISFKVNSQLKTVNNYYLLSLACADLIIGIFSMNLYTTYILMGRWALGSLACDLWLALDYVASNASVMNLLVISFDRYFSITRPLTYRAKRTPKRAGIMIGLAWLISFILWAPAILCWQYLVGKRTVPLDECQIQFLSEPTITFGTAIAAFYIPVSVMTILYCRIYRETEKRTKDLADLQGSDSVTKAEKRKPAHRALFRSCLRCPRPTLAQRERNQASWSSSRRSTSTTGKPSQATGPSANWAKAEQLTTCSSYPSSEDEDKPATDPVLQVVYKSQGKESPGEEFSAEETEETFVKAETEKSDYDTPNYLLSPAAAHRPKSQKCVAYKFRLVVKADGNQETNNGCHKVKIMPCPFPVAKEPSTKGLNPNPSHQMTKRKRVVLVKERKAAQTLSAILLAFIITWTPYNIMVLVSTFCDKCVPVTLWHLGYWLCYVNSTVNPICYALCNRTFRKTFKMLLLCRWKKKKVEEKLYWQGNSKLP
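Assay system: CHO-K1 hM5 cells. Also added: acetylcholine at EC20 concentration, added after compound. Dosing: 3 µM, single dose. Times: compound preincubation 140 s before EC20 acetylcholine addition. Signal: Fluo-8 calcium fluorescence. Measure: % activation relative to EC20 and EC100 ACh responses. Repeats: singlicate, one well per test compound.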
CHRM5 agonist – agonists of human muscarinic M5 receptor (CHRM5); P08912; 360,000 compounds, 0.19% hits; CHO-K1 hM5 cells, Fluo-8 calcium fluorescence; 0% DMSO wells, 100% maximal acetylcholine response; AID 624037; activation, % at 3 µM;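 active = activation above the run's mean over test compounds plus 3 SD, cut at about 23% in these data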;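 note: signal is peak over basal fluorescence ratio across the kinetic read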
CHRM4 agonist – agonists of human muscarinic M4 receptor (CHRM4); P08173; CHO-K1 hM4/Gqi5, Fluo-8 calcium fluorescence; vehicle 0%, full acetylcholine response 100%; activation, % at 3 µM; 360,000 compounds, 0.14% hits; AID 624127;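 active = activation above the run mean over all test wells plus 3 SD, cut at about 32% in these data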;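 note: peak over basal fluorescence ratio per well then scaled between controls; 0% = DMSO wells and 100% = acetylcholine at EC100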
CHRM1 antagonist – antagonists of human M1 muscarinic receptor; AID 588852; 360,000 compounds, 1.3% hits; inhibition, % at 3 µM; P11229; CHO-K1 hM1, Fluo-8 calcium fluorescence, ACh EC80 antagonist;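 active = percent inhibition above its own plate's cutoff, namely the mean of that plate's compound wells plus 3 SD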;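 note: peak over basal fluorescence ratio during 140 s after agonist addition; 0% = ACh EC80 plus DMSO and 100% = DMSO alone without agonist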
CHRM1 PAM – potentiates human M1 receptor response to acetylcholine. AID 588819. P11229. activation, % at 3 µM. CHO-K1 hM1, Fluo-8 calcium fluorescence, ACh EC20; 0% = ACh EC20, 100% = maximal ACh. 360,000 compounds, 0.088% hits; in the data active = activation above about 19%, passing the limit was not always enough
TAAR1 ag – agonists of human TAAR1; CHO RD-HGA16 TAAR1, Fluo-8 calcium fluorescence; vehicle wells 0%, saturating PEA agonist 100%; activation, % at 3 µM; 360,000 compounds, 0.99% hits; AID 624467;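 active = activation above the mean activation of all test compounds in the run plus 3 SD, cut at about 38% in these data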
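Benchmarks: low control DMSO, high control PEA (EC100); System: CHO RD-HGA16 cells carrying human TAAR1 plus Gα16; Detection: Fluo-8 fluorescence, 5 s baseline then 140 s kinetic read; Schedule: 17-24 h plating, Fluo-8 75 min 37 °C, 30 min RT; Read-out basis: % activation from peak over basal fluorescence ratio, DMSO-to-PEA scaled.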
CHRM4 antagonist – antagonists of human muscarinic M4 receptor (CHRM4); P08173; 360,000 compounds, 0.73% hits; inhibition, % at 3 µM; CHO-hM4 cells, ACh EC80, Fluo-8 calcium fluorescence;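 active = inhibition above its plate's cutoff, the mean inhibition of sample wells plus 3 SD, cut at about 27% in these data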;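 note: 0% = acetylcholine EC80 with DMSO and 100% = DMSO without agonist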
CHRM5 antagonist – antagonists of human muscarinic M5 receptor (CHRM5); P08912; CHO-hM5 cells, Fluo-8 calcium fluorescence, ACh EC80; inhibition, % at 3 µM; 360,000 compounds, 0.59% hits; AID 624040;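 active = inhibition above a per-plate cutoff, the mean of that plate's test compounds plus 3 SD, cut at about 27% in these data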;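 note: 0% = acetylcholine EC80 with DMSO and 100% = DMSO without agonist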
Numbers without * were called inactive.

The line under a structure holds: CHRM1 PAM	CHRM5 agonist	CHRM4 agonist	CHRM1 antagonist	TAAR1 ag	M1 ag	CHRM5 PAM	CHRM4 antagonist	CHRM5 antagonist
Cc1ccc(S(=O)(=O)N(C)C)cc1NC(=O)CSc1nnnn1-c1ccc(O)cc1
  -1.0	8.0	2.5	-3.3	2.5	0.3	-6.7	18.2	3.8
O=C(O)c1cccc(O)c1O
  1.1	0.5	0.7	-22.0	0.2	-1.8	-4.0	-14.5	-2.6
O=C(c1sc2cccc(F)c2c1Cl)N1CCN(c2ncccn2)CC1
  7.0	-0.6	1.8	-2.4	4.0	-5.5	-2.3	2.6	-1.2
Cc1ccc(NCc2nc3ccccc3n2CCOc2ccccc2)cc1
  -9.3	-2.8	1.7	10.5	1.4	-5.2	-5.8	3.0	4.3
CC1CN(S(=O)(=O)c2ccc(CN3C(=O)c4cccnc4C3=O)s2)c2ccccc2O1 (stereo not drawn)
  3.5	-9.1	-0.4	-6.0	4.6	-4.4	-2.7	-4.3	10.0
O=C(/C=C/c1ccc([N+](=O)[O-])cc1)NCCOc1ccc(F)cc1
  -8.0	-4.0	3.5	1.1	3.1	-8.9	-3.9	-1.7	-3.8
Cc1ccc(C2CC(C(F)F)n3ncc(C(=O)Nc4c(C)nn(Cc5c(F)cccc5Cl)c4C)c3N2)cc1 (stereo not drawn)
  7.7	0.2	4.2	-6.4	14.9	0.0	2.0	-2.3	1.4
CCSc1sccc1C1C(C#N)=C(N)N(c2cccnc2)C2=C1C(=O)CC(C)(C)C2 (stereo not drawn)
  5.0	4.5	-0.2	-6.8	10.5	-3.8	8.8	-0.7	-5.8
Cc1cccc(OCCOC(=O)Nc2ccccc2)c1
  5.4	-5.0	1.0	-5.8	-1.1	-6.9	-2.5	1.4	0.8
COc1ccc(N(C)S(=O)(=O)c2cccc(C(=O)Nc3ccc4c(c3)OCCO4)c2)cc1
  -1.8	3.1	14.2	12.1	3.7	-1.0	-18.0	-2.6	12.4
CCCN(CCC)C(=O)Nc1cc(Cl)ccc1OC
  11.1	-10.4	-1.7	-18.5	-4.3	-6.4	5.4	-15.1	-15.1
Cc1cc(N2CCN(C)CC2)nc2ccc(NC(=S)N3CCC4(CC3)OCCO4)cc12
  -0.8	2.3	1.2	4.0	0.2	-2.7	2.7	-0.2	4.2
Cc1ccc(CCNC(=O)C2CCN(S(=O)(=O)c3ccc4c(c3)oc(=O)n4C)CC2)cc1
  4.1	-4.5	1.2	-8.0	1.4	-4.3	-3.2	-9.6	2.9
O=C(OCC#CCSc1nc2ccccc2o1)c1ccco1
  3.6	-2.1	1.1	-7.9	3.9	-9.1	2.5	-1.4	-0.9
CN(c1ccccc1)S(=O)(=O)c1cccc(NC(=O)CCNC(=O)c2ccccc2)c1
  -14.5	8.1	17.4	10.3	15.1	-1.7	-15.5	7.3	9.2
CCOc1ccc2[nH]c(O)c(NC(C)=O)c2c1
  14.8	1.2	0.1	-4.1	4.6	4.0	-1.3	0.1	5.7
CCOc1ccc(N(CC(=O)O)S(=O)(=O)c2ccc(F)cc2)cc1
  7.6	1.0	0.2	-24.3	3.4	-0.4	-5.4	-4.9	4.0
COc1cccc2c3c(c(C)nc12)CC(C)O3 (stereo not drawn)
  2.3	-10.3	0.2	-0.4	1.2	-5.6	-1.0	5.3	-1.1
CN(CC(=O)Nc1ccc2c(c1)OCCO2)CC(=O)Nc1ccc(F)c(F)c1F
  1.5	-4.8	2.9	-8.2	-1.1	-3.0	9.6	-8.5	9.4
CC(=O)N1CC(C)Sc2ccc(S(=O)(=O)NCCc3ccc(C)cc3)cc21 (stereo not drawn)
  4.0	6.8	18.3	0.8	10.4	4.7	-11.6	-1.1	8.9
COc1ccc(NC(=O)c2ccc(NC(=O)CN3CCN(c4ccccc4O)CC3)cc2)cc1
  -3.2	2.8	9.8	1.1	5.3	-2.9	-2.7	1.7	6.4
COc1ccc(Cl)cc1NS(=O)(=O)c1cccc(C(=O)NCC2CCCO2)c1 (stereo not drawn)
  6.6	-2.8	3.0	-5.3	1.2	-1.2	-2.7	-1.4	2.4
CCOc1cc(-c2cc(-c3ccccc3)nc(N)c2C#N)ccc1O
  -6.3	-1.1	2.2	15.8	8.4	-1.8	-6.5	11.9	14.6
O=C(NC1CC1)C1CCN(C2CCN(C(=O)/C=C/c3cccc(F)c3F)CC2)CC1
  0.4	-5.0	0.5	-1.8	1.8	-1.8	2.6	-11.3	5.4
Fc1ccc(CSc2ncnc3c2ncn3C2CCCCO2)cc1 (stereo not drawn)
  -4.5	7.1	6.5	1.7	7.1	1.4	-5.2	-6.0	13.6
COCCN(C(=O)Cc1cccs1)C(C(=O)NCc1ccc(OC)cc1)c1ccccc1 (stereo not drawn)
  -7.9	2.2	4.8	9.9	12.3	-3.6	-11.0	-7.0	9.1
CCN(CC(=O)Nc1ccc(NC(C)=O)cc1)C(=O)CCCSc1nc2ccccc2[nH]1
  -8.6	3.0	-0.5	15.3	1.7	-2.3	2.1	-7.0	-3.7
CCOc1c(Cl)cc(C(=O)Nc2ccccc2C(=O)O)cc1Cl
  -1.4	17.1	1.0	7.3	18.5	13.3	-5.0	-3.4	1.0
Cn1cc(Cl)c(C(=O)Nc2cnn(Cc3ccc(F)cc3)c2)n1
  8.0	-1.1	0.5	-7.0	0.3	-3.6	-3.5	5.8	-2.5
COc1ccc(CC(=O)NNC(=O)c2ccco2)cc1OC
  19.7	-2.0	2.2	-11.5	5.1	-0.4	7.8	-5.1	-2.6
O=C(NCCN1CCOCC1)c1cn(CCc2ccccc2)nn1
  -1.4	-1.1	0.1	0.5	2.2	-2.6	2.4	3.5	0.3
COc1ccc(OC)c(NC(=O)COC(=O)[C@H](Cc2ccccc2)NC(=O)c2ccco2)c1
  0.2	1.0	6.1	3.9	0.3	-3.7	-5.6	-2.7	5.3
COc1ccc(CCNC(=O)CC2Nc3ccccc3NC2=O)cc1OC (stereo not drawn)
  8.9	-1.9	0.0	-11.5	10.5	-3.0	4.8	-4.9	-10.7
O=S(=O)(c1ccc(NC(=S)NCCc2ccccc2)cc1)N1CCOCC1
  2.5	3.7	10.9	-0.5	74.2*	0.2	-12.2	-4.5	8.4
CN(CC(=O)Nc1ccc(Cl)c(C(F)(F)F)c1)C(=O)c1cnccn1
  20.7	6.2	6.2	-7.4	18.1	5.5	1.7	-24.1	2.4
COc1ccc(-n2c(COc3ccc(C)cc3)n[nH]c2=S)cc1
  -0.3	2.9	2.7	4.5	4.8	2.2	-3.7	-13.5	0.5
Cc1ccc(SCCC(=O)N/N=C/c2ccccc2O)cc1
  9.4	-0.1	1.7	-7.8	21.6	-7.5	-3.1	-8.9	-10.3
Cc1cc(S(=O)(=O)N2CCOCC2)ccc1OCC(=O)N1CCCC1
  12.8	-2.0	0.7	-8.4	3.7	5.7	2.6	-9.1	-3.0
Cc1c(NC(=O)Nc2ccc(Cl)cc2Cl)c(=O)n(-c2ccccc2)n1C
  3.5	-5.6	0.4	-8.8	-4.4	-4.5	0.5	1.7	4.3
CCOC(=O)c1ccc(NC(=O)Cn2nnc(-c3ccccc3C)n2)cc1
  -3.8	-4.4	6.8	10.9	11.2	-1.1	-20.1	0.7	3.3
COCCC(=O)N1CCC(Oc2ccc(C(=O)NCCc3cn[nH]c3)cc2)CC1
  15.8	-2.1	-0.3	-11.7	0.3	3.2	-7.0	3.3	2.9
N#Cc1ccsc1NC(=O)CN1CCOCC1
  5.3	-0.8	0.9	-1.2	0.5	0.1	-6.0	7.3	12.5
Cc1cc(-n2c(C)cc(C(=O)CN3C(=O)NC4(CCCCCC4)C3=O)c2C)no1
  0.0	0.1	1.7	-0.2	-3.6	-3.0	-4.7	-3.8	-6.2
COc1ccc(-c2n[nH]c(C)c2-c2ccccc2OC)c(O)c1
  -19.4	2.5	25.9	23.9	3.2	-4.9	-17.7	14.6	22.1
CSc1ccc(CCNC(=O)CCc2nnc3ccc(N4CCOCC4)nn23)cc1
  16.6	0.8	0.4	-13.9	0.8	0.6	0.9	-0.8	-7.2
CN(CCOCCOc1ccc(Cl)cc1Br)Cc1ccccc1
  -10.2	-9.4	3.8	-0.8	3.9	-7.2	-1.5	2.5	2.0
COCCn1c(SCC(=O)NN2C(=O)NC(C)(c3ccccc3)C2=O)nnc1-c1ccncc1 (stereo not drawn)
  3.9	2.5	0.9	-6.5	6.0	1.5	8.4	3.4	7.7
CN(C)S(=O)(=O)N1CCN(C(=O)N2CCCCCC2)CC1
  5.1	-1.5	1.3	-7.2	6.1	-4.4	-5.9	-5.2	10.5
c1coc(CNCc2cccs2)c1
  2.6	-0.8	1.3	-2.7	4.9	-2.4	-2.9	5.5	3.4
CN1CCN(C(=O)C2=C[C@@H](c3ccc4c(c3)OCO4)C[C@@H](OCc3ccc(CO)cc3)O2)CC1
  8.6	-0.5	1.6	-5.5	2.3	-4.2	-0.7	-21.0	-6.6
Cc1nn(CC(=O)N/N=C/c2ccc(F)cc2)c(C)c1[N+](=O)[O-]
  11.0	-1.2	0.2	-18.1	2.0	-3.5	-1.6	-3.6	-1.0
Nc1nnc(SCCOc2ccccc2)s1
  0.2	0.6	0.7	2.5	9.7	-5.9	0.3	4.7	-0.5
Cc1cc(OCC(=O)Nc2cnn(CCCC(=O)O)c2)ccc1Cl
  6.0	-1.2	0.8	-8.8	-0.5	-2.6	1.9	-13.4	2.9
O=[N+]([O-])c1c(Nc2ccccc2O)cc(Cl)c2nonc12
  3.2	-10.7	-1.5	-1.2	-4.3	-8.3	8.4	32.9*	21.2
O=C1CSC(=S)N1N=Cc1c[nH]c2ccc(Br)cc12
  4.0	1.4	3.0	-5.7	7.9	0.3	-1.2	0.5	1.4
CCn1c2ccccc2c2cnc(N=CN(C)C)c(C#N)c21
  8.5	-3.8	1.8	-12.3	9.1	-3.2	1.1	0.8	11.3
C=CCN(CC=C)C(=O)c1ccc(OC2CCN(S(=O)(=O)N(C)C)CC2)cc1
  6.7	-1.2	2.4	-0.6	1.9	-8.5	-1.1	0.4	-6.3
Cc1cccc(NC(=O)CCC(=O)Nc2nnc(C3CCCCC3)s2)c1
  3.7	-3.7	0.6	-4.6	3.8	-0.8	-1.6	6.5	8.9
CCOc1cc(CNc2ccc3cn[nH]c3c2)ccc1OC
  5.2	-0.3	-0.6	4.2	13.4	-8.2	-1.4	7.0	2.1
COc1ccccc1C(=O)Nc1ccnn1C1CCN(C2CCSCC2)CC1
  2.9	-3.8	5.5	-7.8	2.4	-5.1	0.3	-5.7	-7.8
CC(=O)C1=C(O)C(=O)N(Cc2ccco2)C1c1ccccc1 (stereo not drawn)
  4.8	0.5	-0.5	-20.2	6.6	-2.3	1.1	2.3	-0.3

This is a subset, so the mix of outcomes need not match the whole.
